# WRN inhibitor: blocks human WRN helicase | WRN helicase unwinding, fluorescent forked duplex, kinetic | AID 651768 | Potency, µM (series often up to 114 µM), for inactives: at the highest dose activity change, negative = inhibition, most hits filed as inhibitors | actives 0.46% (n = 360,000); note: potency is the fitted concentration of half-maximal effect; % is set by controls: 0 for no effect and ±100 for the full control effect; nearly all actives have a fitted effect of over 55% in size
#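 Screening of the MLSMR collection measured strand separation of a quenched forked DNA duplex (100 nM) by 20 nM WRN with 2 mM ATP, all final. Compounds were preincubated with enzyme 15 min at room temperature.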
# PLK1 PBD inh: PLK1 (human) polo-box domain binding inhibition; actives 2.8% (n = 360,000); Potency, µM, for inactives: max response, negative = inhibition, usual class: inhibitors; P53350; Plk1 PBD binding of FITC phosphopeptide, fluorescence polarization; note: potency is the fitted concentration of half-maximal effect; series mostly up to about 57 µM; % is set by controls: 0 for no effect and ±100 for the full control effect; nearly all actives have a fitted effect of over 65% in size
# PI5P4K alpha inh: blocks human PI5P4K alpha kinase activity; max response, %; PI5P4Kalpha enzyme, ADP-Glo luminescence, 60 min; stronger effect = lower value; P48426; actives 1.2% (n = 330,000); active = max response of -50% or lower; inconclusive = between -30% and -50%; inactive = -30% or higher; note: value at the top dose of about 77 µM; % is set by controls: 0 for no effect and ±100 for the full control effect
#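 Quantitative HTS of the MLSMR library against PI5P4Kalpha with substrate. ATP added last at 5 microM final; room temperature, 60 minutes. Remaining ATP depleted, ADP converted and read as luminescence.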
# IL2 activator: activates IL-2 in a cell-based reporter assay; activation, % (series mostly up to about 46 µM); AID 652025; IL-2 activation reporter assay, cell-based qHTS; stimulated with anti-CD3/CD4/CD28 beads; in transgenic mouse T cells; actives 0.065% (n = 360,000); in the data active = activation above about 50%; inconclusive = mostly about 30% to 49%; note: 0% is about no effect
#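 Unstimulated transgenic mouse T cells preincubated 60 min with compound, then stimulated with anti-CD3/anti-CD4-coated beads plus anti-CD28 for 18 h at 37 degrees C. IL-2 response read as EGFP and DsRed fluorescence by plate cytometry.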
# CCT chaperon mod: modulators of cytosolic chaperonin (CCT/TRiC) activity; purified chaperonin ATPase assay, HTRF ADP detection, 30 min; activity change, % (concentration not given with the values), hits read low; actives 0.3% (n = 360,000); in the data active = activity change below about -30%; note: % is set by controls: 0 for no effect and ±100 for the full control effect
#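 Enzyme 40 or 20 nM (batch-dependent) in Tris pH 7.4/KCl/MgCl2/DTT; cpd 76 uM single point; ATP 10 uM; 30 min 37 °C; Transcreener ADP HTRF detection, 30 min RT; ratio 665/615.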
# EPAC2 agonist: activates human EPAC2 exchange factor; Q8WZA2; EPAC2 activation, biochemical qHTS; response scale: 100% = 6.5 mM cAMP response; Potency, µM (doses to about 154 µM), inactives show at the top dose activation, actives largely listed as activators; actives 0.079% (n = 360,000); AID 720711; note: potency is the fitted concentration of half-maximal effect; nearly all actives have a fitted effect of over 50% in size
#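 In this primary screen, activation is scored as increased exchange of BODIPY-GDP from Rap1B by 100 nM EPAC2, with 50 uM GDP as competitor. Signal is normalized to the 6.5 mM cAMP agonist control.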
# EPAC1 agonist: activates human EPAC1 exchange factor. O95398. EPAC1 agonist qHTS, biochemical assay; response scale: 100% = response to 6.5 mM cAMP. Potency, µM (highest dose often 154 µM), inactives show at the highest dose activation, actives largely listed as activators. actives 0.073% (n = 360,000); note: potency is the fitted concentration of half-maximal effect; nearly all actives have a fitted effect of over 60% in size
# Target sequence (O95398 whole entry, looked up): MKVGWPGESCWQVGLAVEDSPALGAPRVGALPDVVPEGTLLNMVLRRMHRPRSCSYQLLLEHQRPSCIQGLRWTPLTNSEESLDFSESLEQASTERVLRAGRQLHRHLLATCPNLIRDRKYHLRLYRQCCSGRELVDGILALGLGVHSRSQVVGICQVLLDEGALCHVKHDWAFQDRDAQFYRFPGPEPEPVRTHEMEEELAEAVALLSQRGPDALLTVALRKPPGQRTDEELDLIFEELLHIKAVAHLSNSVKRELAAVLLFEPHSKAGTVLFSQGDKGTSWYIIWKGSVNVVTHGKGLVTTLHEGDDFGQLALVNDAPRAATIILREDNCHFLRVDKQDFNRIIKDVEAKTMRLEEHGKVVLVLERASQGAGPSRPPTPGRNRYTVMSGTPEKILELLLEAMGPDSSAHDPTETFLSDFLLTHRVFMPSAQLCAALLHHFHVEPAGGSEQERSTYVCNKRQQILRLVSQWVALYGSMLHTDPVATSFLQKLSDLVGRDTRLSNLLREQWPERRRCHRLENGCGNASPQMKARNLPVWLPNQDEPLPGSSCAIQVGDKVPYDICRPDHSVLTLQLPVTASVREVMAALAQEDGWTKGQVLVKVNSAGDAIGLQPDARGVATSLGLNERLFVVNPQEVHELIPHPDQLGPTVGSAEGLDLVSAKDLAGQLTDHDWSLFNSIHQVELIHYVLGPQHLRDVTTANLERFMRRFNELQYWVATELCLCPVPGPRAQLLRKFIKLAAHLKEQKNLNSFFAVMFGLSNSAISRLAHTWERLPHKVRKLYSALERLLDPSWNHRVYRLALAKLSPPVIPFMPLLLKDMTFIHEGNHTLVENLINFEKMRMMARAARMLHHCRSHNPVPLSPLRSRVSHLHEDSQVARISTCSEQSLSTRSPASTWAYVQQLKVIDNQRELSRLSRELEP
#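 Fluorescent GDP-exchange assay: 100 nM EPAC1 with 250 nM Rap1B preloaded with BODIPY-GDP and 50 uM GDP; compounds tested as concentration series, 5 min at room temperature, then read every 5 min for 30 min (ex 480/em 540 nm); normalized to 6.5 mM cAMP.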
# EPAC1 antag: EPAC1 (human) antagonism. O95398. EPAC1 GEF assay, Rap1b-BODIPY-GDP exchange fluorescence. Potency, µM (titrated, usually from 115 µM), for inactives: at the highest dose activity change, negative = inhibition, hits mostly inhibitors. actives 0.14% (n = 360,000);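 note: potency is the fitted concentration of half-maximal effect; plate controls were vehicle for no effect and positive control for full effect; nearly all actives have a fitted effect of over 50% in size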
# Starred values were filed as active, the others as inactive; ? = inconclusive; / = not tested or not shown; [ ] = remark or other dose. Unless noted, calls come from the whole dose curve; as a rule, active = well fitted curve in the direction sought with a large enough effect; inconclusive = small, poorly fitted or top-dose-only effect, or another doubt; inactive = no such curve, though single readings can be large; an effect the other way counts as inactive or inconclusive.
entry	SMILES	WRN inhibitor	PLK1 PBD inh	PI5P4K alpha inh	IL2 activator	CCT chaperon mod	EPAC2 agonist	EPAC1 agonist	EPAC1 antag
1	COc1ccc(N2CCN(C(=O)c3ccc4nc(N5CCCCC5)sc4c3)CC2)cc1	1%	?	3	-0.7	1.9	6%	-1%	-22%
2	CCOC(=O)c1c(CC(C)C)csc1NC(=O)COC(=O)c1ccc(O)cc1	-26%	-1%	-4	-5.3	0.7	-13%	-19%	?
3	CC(C)OC(=O)CSc1nnc(-c2ccc(O)cc2)n1Cc1ccccc1	1%	-12%	-3	1.5	-2.0	1%	6%	5%
4	CC1=C(C)CC(C(=O)NCc2ccccn2)C(C(=O)O)C1 (stereo not drawn)	7%	1%	1	-0.7	0.2	0%	-6%	-18%
5	COc1ccccc1S(=O)Cc1ccc(C(=O)NCCc2ccc(Cl)cc2)o1 (stereo not drawn)	-4%	-20%	3	-3.4	-2.1	2%	-4%	4%
6	COc1ccc(Cc2nnc(N/N=C(\C)c3ccccc3)[nH]c2=O)cc1OC	-6%	-1%	5	-0.6	3.3	1%	2%	-4%
7	CC(C)(C)c1nnc(NC(=O)c2ccc3c(c2)OCO3)s1	-30%	6µM*	?	-1.3	-3.3	11%	0%	6%
8	Cc1ccc(S(=O)(=O)O)c(C)c1N1CCCC1=O	5%	-3%	-2	-3.7	0.3	0%	-4%	1%
9	Nc1nc(N)nc(-c2cc(Cl)ccc2Cl)n1	1%[11.6 µM]	-2%	0	1.7	-2.1	6%	-16%	-6%
10	COC(=O)C1=C(C)N(c2cccc(C(C)=O)c2)C(=O)C1	7%	-11%	-16	-1.2	-3.6	5%	10%	-6%
11	O=C(Nc1cccc2c1CCCC2)c1cc(C2CCCCN2S(=O)(=O)c2cccs2)on1 (stereo not drawn)	1%	-11%	-1	-0.6	-1.5	13%	19%	-20%
12	CCN(C(=O)c1cc(OC)c(OC)c(OC)c1)C1CCCCC1	-9%	-2%	-9	0.1	-0.1	2%	-5%	5%
13	CCc1cc2c(=O)[nH]c(COC)nc2s1	15%	-18%	-10	-0.1	-0.5	7%	5%	-18%
14	COc1ccc(Br)cc1/C=C/C(=O)NC(=S)Nc1ccc(CN2CCOCC2)cc1	1%	4%	-1	-0.5	-0.6	3%	14%	3%
15	Cc1cccc(NC(=O)c2cc(Cl)nc3ccccc23)c1	-9%	2%	2	1.1	-0.9	-2%	-8%	-7%

# Just EPAC1 agonist and IL2 activator (2 entries from above):
entry	SMILES	EPAC1 agonist	IL2 activator
8	Cc1ccc(S(=O)(=O)O)c(C)c1N1CCCC1=O	-4%	-3.7
9	Nc1nc(N)nc(-c2cc(Cl)ccc2Cl)n1	-16%	1.7

# More structures:
entry	SMILES	WRN inhibitor	PLK1 PBD inh	PI5P4K alpha inh	IL2 activator	CCT chaperon mod	EPAC2 agonist	EPAC1 agonist	EPAC1 antag
16	CCN(CC)CCCNC(=S)N1CCC(c2nc3ccccc3[nH]2)CC1	1%	-1%	6	0.0	0.0	4%	6%	12%
17	CCCCOc1ccc(C(=O)NCC(=O)NCCOc2ccc(C)cc2)cc1	15%	-1%	-8	-0.9	-0.5	-5%	-8%	0%
18	O=C(Nc1nc(-c2cccs2)cs1)c1cccc(S(=O)(=O)N2CCCCCC2)c1	-11%	-8%	0	-3.0	-2.6	0%	-6%	-1%
19	CCn1c(=O)c2cc(C(=O)NCc3cccs3)sc2c2ccccc21	2%	5%	6	-0.4	-1.6	1%	-12%	-5%
20	Cc1ccc(/C=C2\SC(=O)N(CCC(=O)N3CCN(C)CC3)C2=O)cc1	14%	-8%	-6	-0.4	1.1	7%	8%	13%
21	Cc1ccc(S(=O)(=O)N2CCC(C(=O)N3CCCC(C(F)(F)F)C3)CC2)cc1C (stereo not drawn)	-8%	4%	-1	-5.0	-0.6	-2%	-5%	-8%
22	O=C(COc1ccc(Cl)cc1Cl)NN1C(=O)/C(=C\c2ccc(Cl)cc2)SC1=S	-21%	-5%	1	-0.8	1.9	-4%	-4%	7%
23	COc1cc(S(=O)(=O)NC2CCCCC2C)ccc1F (stereo not drawn)	5%	1%	0	-2.2	-1.3	9%	0%	-20%
24	OCCN1CCN(c2ncnc3c2ncn3[C@H]2CN(Cc3ccc(-c4ccccc4)cc3)C[C@@H](CO)O2)CC1	-3%	-6%	1	-0.1	0.6	7%	13%	-2%
25	CN(C)/C=C1/OC(=O)C(C#N)=C1c1ccc(Cl)cc1	-4%	-7%	0	0.7	-1.5	5%	8%	-19%
26	CN1CCN(CCCNC(=O)c2cn(C)c3ccc(S(=O)(=O)N(C)C)cc3c2=O)CC1	-2%	1%	-2	-2.9	-2.2	4%	7%	-1%
27	C[C@@H](C(=O)N1CCN(Cc2ccc3c(c2)OCO3)CC1)n1nnc2ccccc2c1=O	7%	-4%	4	0.1	-2.6	-8%	-1%	-8%
28	COc1cccc(Nc2nnc(SCC(=O)N3CC(C)OC(C)C3)s2)c1 (stereo not drawn)	-11%	2%	/	0.0	-2.9	7%	-3%	1%
29	CC(C)CC1NC(=O)c2cccnc2-n2c1nc1ccccc1c2=O (stereo not drawn)	0%	-14%	1	-2.1	-1.9	12%	-17%	-4%
30	CC(C)(C)OC(=O)N[C@@H](Cc1c[nH]c2ccccc12)c1nnc(SCC(N)=O)o1	10%	-6%	/	-1.5	-3.1	-3%	3%	7%
31	Cc1c(C(=O)NCC2CC2)sc(=O)n1Cc1cccc(F)c1	9%[57.1 µM]	3%	-1	-0.2	-1.3	-9%	-4%	11%
32	O=C(NCCCCCNC(=O)c1cccnc1)c1cccnc1	3%[57.1 µM]	-4%	-3	-2.6	-1.0	3%	-12%	-13%
33	Cc1cc(OCC(=O)O)c2cccc(C)c2n1	-1%	-17%	-1	-0.5	1.8	2%	1%	2%
34	COc1cccc(OC)c1NC(=O)C1CCCN1C(=O)Nc1ccccc1F (stereo not drawn)	-2%	-10%	-8	1.3	-0.9	7%	0%	-23%
35	Cc1c(NC(=S)Nc2ccccc2)c(=O)n(-c2ccccc2)n1C	1%	-1%	5	-0.3	-1.5	4%	1%	3%
36	CCOCCn1c(COc2ccccc2)nc2ccccc21	-5%	-2%	8	-0.4	-1.6	-29%	-1%	5%
37	Cc1cc(C)c2nc(N3CCC(C(=O)NCC4CCCO4)CC3)sc2c1 (stereo not drawn)	12%	-15%	-2	-1.6	-1.0	6%	0%	8%
38	CCCn1nnc(NC(=O)COc2cc(C)ccc2C(C)C)n1	-9%	1%	/	4.8	1.1	8%	1%	-11%
39	Cc1ccc(NC(=O)COC(=O)/C=C/c2ccc(Br)o2)cc1S(=O)(=O)N(C)C	-6%[11.6 µM]	4%	-8	0.5	1.4	-1%	7%	-1%
40	Cc1ccc(C(C)C)cc1S(=O)(=O)NCc1cccnc1	-4%	-12%	/	-1.3	0.3	-3%	4%	9%
41	COc1ccc(NC(=O)CSc2nn3c(=O)c(C)nnc3s2)cc1	6%	7%	-2	-1.8	0.8	-3%	-8%	2%
42	C[C@@H]1CN([C@@H](C)CO)C(=O)c2cc(Br)cnc2O[C@@H]1CN(C)S(C)(=O)=O	8%	-7%	2	-0.3	1.5	-7%	-13%	0%
43	O=C(COC(=O)c1ccc2c(c1)OCCO2)NC1CCCCC1	4%	1%	0	-3.8	-0.6	-4%	10%	12%
44	O=C(CCCN1C(=O)/C(=C/c2cccs2)SC1=S)NNC(=O)c1ccc(F)cc1	-14%	-2%	-1	-0.1	-2.0	4%	-9%	-6%
45	Cc1ccc(NC(=O)C2CC2c2ccccc2)c([N+](=O)[O-])c1 (stereo not drawn)	-6%[57.1 µM]	1%	-4	1.7	2.8	14%	6%	-2%
46	COc1ccccc1Cn1c(CO)nc2ccccc21	8%	-13%	-5	-1.8	-11	-2%	7%	-15%
47	COCCNC(=O)c1[nH]c(C(F)(F)F)nc1-c1ccccc1	-3%	-7%	0	0.0	-0.6	5%	12%	3%
48	Cc1cc(Oc2ccc(N)cn2)cc(C)c1Cl	0%	-3%	8	-0.1	1.7	-1%	-4%	11%
49	c1ccc2c(c1)ncn2CCCOc1ccc2c(c1)CCC2	-13%	-3%	/	-0.9	-1.4	17%	13%	-3%
50	CC(C)c1c(C(=O)N/N=C/c2ccncc2)nnn1-c1nonc1N	-1%	-11%	1	-2.6	-2.0	14%	10%	-1%
51	CC1S/C(=N/N=C/c2cccc([N+](=O)[O-])c2)NC1=O (stereo not drawn)	-6%	4%	12	0.3	1.6	10%	17%	-6%
52	Nc1ncnc(Nc2c(F)cccc2F)n1	5%	5%	0	-4.2	-0.1	-6%	-4%	6%
53	CCN1CCN(c2oc(COc3ccc(-c4ccccc4)cc3)nc2C#N)CC1	-8%	-9%	6	-0.2	0.0	24%	12%	4%
54	COC(=O)c1cc(S(=O)(=O)Nc2cc(OC)cc(OC)c2)cn1C	3%	-13%	1	-4.0	-1.7	13%	-18%	-4%
55	COc1ccc(N(C)C(=O)c2cc3c(Cl)nc4ccccc4c3s2)cc1	-7%	-4%	5	-2.7	-4.1	3%	4%	7%
56	COc1cccc2sc(NC(=O)c3ccc(S(=O)(=O)N4CCOCC4)cc3)nc12	-9%[57.1 µM]	-5%	/	-3.2	-3.2	10%	0%	13%
57	CC(=O)N(C(C)=O)c1c(N2CCCC2)c2ccccc2oc1=O	-1%	-7%	-9	-0.1	-0.5	5%	-1%	-13%
58	Cc1cc(Cl)cc(Cl)c1OCC(=O)NCc1ccco1	-4%[11.6 µM]	-23%	?	1.5	-0.6	1%	-3%	0%
59	CC(C)(CO)NC(=O)C12CC3CC(CC(Br)(C3)C1)C2	-12%	-2%	0	2.0	-0.2	11%	6%	-3%
60	Cc1cc(-n2c(C)cc(C(=O)CSc3nnnn3-c3ccccc3)c2C)no1	-6%	2%	/	-2.5	1.4	6%	4%	13%
61	Cc1cc(CNC(=O)c2cccc3c2C(=O)c2ccc(-c4ccc(F)cc4OCc4ccccc4)cc2S3(=O)=O)c(C(F)(F)F)o1	-12%[11.6 µM]	-27%	-27	-0.3	-3.1	8%	-19%	?
62	CCCCCCOC(=O)NCC(O)c1ccccc1 (stereo not drawn)	23%	-6%	0	1.4	-0.5	4%	1%	15%

# Structures listed above that bear a hit mark in PLK1 PBD inh:
No. | canonical_smiles | WRN inhibitor | PLK1 PBD inh | PI5P4K alpha inh | IL2 activator | CCT chaperon mod | EPAC1 antag
7 | CC(C)(C)c1nnc(NC(=O)c2ccc3c(c2)OCO3)s1 | -30% | 6µM* | ? | -1.3 | -3.3 | 6%

# Bioassay records: PubChem BioAssay, National Center for Advancing Translational Sciences (NCATS)

# A portion of the library; count on the stated rates, not on these rows.
